MT stabilizer – stabilizes microtubules in HeLa cells. HeLa tubulin immunostaining HCS, 24 h; share of cells brighter than vehicle mean+2SD. % tubulin-high responders, % at 10 µM. 200,000 tested, 0.83% active. AID 2205;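 active = plate Z-score above 3 for both tubulin-high and condensed-nucleus cell shares, with cell loss under 80%, at 10 µM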;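 also: anti alpha tubulin signal scored within the nucleus-defined area of each cell; some results filed as inactive read as strong as hits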
CSM14.1 death rescue – rescue of cells from ER stress-induced death, primary screen, 384-well, CSM14.1, thapsigargin, ATP luminescence (AID 1222); CSM14.1 thapsigargin-induced death rescue, ATP luminescence; higher % means a stronger effect; cellular ATP content (survival), % at 20 µM, or EC50 in µM where a hit was titrated; 190,000 tested, under 10 active;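 active = EC50 below 50 µM in the dose-response confirmation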;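 also: death triggered by thapsigargin at about 15 µM added after 2 h compound pretreatment; cell ATP read after overnight thapsigargin exposure of roughly 18 to 22 hours; normalized against plate controls of thapsigargin alone and 5% DMSO vehicle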
b-catenin transl – beta-catenin nuclear translocation modulation. HeLa beta-catenin nuclear translocation, immunofluorescence imaging. nuclear translocation activity, % at 5 µM. 190,000 tested, 0.3% active. AID 1665;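 active = nuclear translocation activity above 50% at 5 µM, with a well cell count of 50 or more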;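 also: per-cell ratio of nuclear to cytoplasmic median beta-catenin stain intensity; plate controls were DMSO negative control for no effect and GSK-3 inhibitor IX positive control for full effect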
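System: HeLa cells, endogenous beta-catenin; compound dosing: 5 µM primary single dose, 0.1% DMSO, 0.02–20 µM confirmation series; incubation: 24 h compound exposure at 37°C, 5% CO2; signal: beta-catenin immunofluorescence imaging with DAPI; evaluation: % activation, nuclear-to-cytoplasmic median beta-catenin signal ratio per cell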
M1AAP inhibition – malaria alanyl aminopeptidase activity blockers – biochemical, fluorogenic H-Leu-NHMec substrate, 1536-well (AID 1445); recombinant M1AAP, H-Leu-NHMec fluorogenic kinetic assay; higher % means a stronger effect; one-dose inhibition, % at 30 µM; IC50 in µM for titrated hits; 220,000 tested, 0.42% active;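 active = primary inhibition above the hit cutoff, then over 50% inhibition at one or more dose response concentrations, cut at about 23% in these data, passing the limit was not always enough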;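 also: plate controls were DMSO full reaction for no effect and no enzyme background for full effect; strong numbers were not always called active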
Dynein cargo inh – dynein cargo transport inhibition; AID 1381; 3617.4 mouse cells, GR-EGFP nuclear translocation imaging; test concentration mostly 20 µM; stimulated with dexamethasone, 1 µM; active compounds read low; 220,000 tested, 0.47% active; z-score, hits read low;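 active = plate z-score of nuclear minus cytoplasmic receptor signal below a set negative limit, without overly bright fluorescence or cell loss, cut at about -3.5 in these data, passing the limit was not always enough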;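 also: z-score of nuclear minus cytoplasmic ring GR-EGFP intensity difference per well; some compounds called inactive have numbers as strong as hits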
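medium = tetracycline-free induction medium containing charcoal-stripped FBS | also added = 1.0 µM final dexamethasone stimulus | schedule = 48 h induction, 1 h compound, 30 min dex at 37 °C | technique = fixed, Hoechst-stained cells imaged at 10x for EGFP | measure = GR-EGFP nuclear translocation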
Ins promoter up – MIN6 insulin promoter up-regulation. MIN6 insulin promoter-GFP reporter, high-content imaging; active compounds read high. 190,000 tested, 0.3% active. z-score at 5 µM;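 active = z-score above 3 at 5 µM with at least 500 cells counted in the well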
Autophagy mod – alters autophagy in cells; MEF GFP-LC3 puncta imaging; test concentration mostly 10 µM; 190,000 tested, 0.98% active; calls only at 10 µM (by protocol);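 active = percentage of spot-positive cells more than 3 SD above its plate mean, without a fluorescence outlier flag or 80% toxicity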;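 also: spot-positive cell cutoff set from DMSO-treated cells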
M17LAP inhibition – P. falciparum M17LAP inhibitors, primary screen, biochemical, fluorogenic H-Leu-NHMec substrate, 1536-well (AID 1619). recombinant M17LAP, H-Leu-NHMec fluorogenic kinetic assay; higher % means a stronger effect. one-dose inhibition, % at 30 µM; IC50 in µM for titrated hits. 220,000 tested, 0.38% active;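 active = compound inhibiting the enzyme by more than half at any dose during confirmatory dose-response retesting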;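 also: plate controls were full reaction with DMSO carrier for no effect and no enzyme background for full effect; strong numbers were not always called active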
K1F lysis inhibition – inhibition of K1F phage lysis, E. coli UTI89, bacterial capsule biogenesis inhibitors, alamar blue (AID 488966) | E. coli UTI89 K1F phage lysis, alamar blue, 2 h; higher % means a stronger effect | inhibition, % at 100 µM; hits with a dose series show IC50 in µM | 340,000 tested, 0.02% active;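 active = phage lysis inhibition, versus mean bacterial control, above a set limit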;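 also: capsule biogenesis inhibitors block K1F phage lysis so surviving cells raise fluorescence; higher fluorescence means more inhibition of phage lysis; actives were called in the ten point dose series up to 300 µM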
Dynein cargo inh cytoplasmic EGFP – second read-out of Dynein cargo inh, no call of its own (marks repeat the call); z-score; measured here: cytoplasmic GR-EGFP intensity; active compounds read high
Dynein cargo inh nuclear GR-EGFP – further read-out of Dynein cargo inh, marked with its call; z-score; measured here: nuclear GR-EGFP intensity;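 lower value marks the stronger effect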
Dynein cargo inh cell count – also measured in Dynein cargo inh; calls as there; z-score; measured here: cell count per field
Ins promoter up cell count – second read-out of Ins promoter up, no call of its own (marks repeat the call); cell count; measured here: cytotoxicity, nuclei count;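 total cells summed across four imaged fields per well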
b-catenin transl cell count 5 µM – also measured in b-catenin transl; calls as there; cell count; measured here: cell count, cytotoxicity flag
MT stabilizer Hoechst-high % – second read-out of MT stabilizer, no call of its own (marks repeat the call); % Hoechst-high responders; measured here: nuclear condensation Hoechst responders;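 share of cells brighter than vehicle mean plus two SD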
MT stabilizer cytotoxicity % – also measured in MT stabilizer; calls as there; toxicity, %; measured here: cytotoxicity by cell density;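 0% = mean cell density of plate MIN control wells and 100% = no cells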
Autophagy mod cell loss 18 h – also measured in Autophagy mod; calls as there; toxicity, %; measured here: cell loss, nuclei count;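 cell loss after 18 h compound exposure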
* marks the source's active call; other numbers are inactive results; i = inactive; . = no result given; + = active, no number; [ ] = remark or other dose.

SMILES	MT stabilizer	MT stabilizer Hoechst-high %	MT stabilizer cytotoxicity %	CSM14.1 death rescue	b-catenin transl	b-catenin transl cell count 5 µM	M1AAP inhibition	Dynein cargo inh	Dynein cargo inh cytoplasmic EGFP	Dynein cargo inh nuclear GR-EGFP	Dynein cargo inh cell count	Ins promoter up	Ins promoter up cell count	Autophagy mod	Autophagy mod cell loss 18 h	M17LAP inhibition	K1F lysis inhibition
Cc1c(CNCCCc2ccccc2)c(C(=O)O)c(C)n1Cc1ccccc1	2.7	2.2	2.3	-11%	-0.4	1092	6%	0.17	-0.26	0.13	0.21	-0.21	1386	i	5	-7%	-0.1%
Cc1noc(NS(=O)(=O)c2ccc(NC(=O)C34CC5CC(C3)CC(n3cnc(Cl)n3)(C5)C4)cc2)c1C	2.2	1.8	0.9	-2.2%	2.6	456	-1%	0.39	-0.23	0.21	0.68	0.09	1285	i	5	-18%	4.0%
CC1(C(=O)NCCN2CCOCC2)C=CCN1C(=O)c1ccccc1 (stereo unspecified)	2.4	1.9	5.2	-5.1%	-3.1	530	-1%	0.18	-0.32	0.41	0.74	0.36	1233	+	-7.9*	-1%	-0.4%
CCOC(=O)C1=C(N)Oc2ccc3ccccc3c2C1c1cccnc1 (stereo unspecified)	2.8	1.2	1.3	0.6%	-0.4	1180	12%	1.8	-0.24	0.8	-0.11	0.06	1277	i	-5	-8%	-2.0%
CCNS(=O)(=O)c1ccc(OC)c(C)c1	2.4	1.4	5.3	0.3%	.	.	2%	-0.44	-0.24	-0.86	0.59	-0.19	1277	i	-10	-3%	2.3%
Cc1nnc(SCC(=O)c2c(N)n(C)c(=O)n(C)c2=O)[nH]c1=O	.	.	.	-0.2%	-8.5	988	.	.	.	.	.	0.11	1499	.	.	.	0.4%
N#C/C(=C/c1ccc(N2CCCCC2)o1)C(=O)Nc1ccc(Cl)cc1	2.5	1.9	6.7	-3.3%	-1.0	1054	5%	-10	24	0.11	-0.061	.	.	+	0.4*	4%	1.3%
C=C(C)COc1ccc(-c2[nH]ncc2Oc2ccc(OC)cc2)c(O)c1	.	.	.	.	0.8	1270	3%	-0.47	-0.2	-0.11	0.039	0.06	1126	.	.	-5%	-0.3%[50 µM]
COc1ccccc1/C=C/C(=O)NCC(=O)n1nc(C)cc1C	.	.	.	.	-0.2	1142	-2%	0.33	-0.22	0.18	0.048	0.24	1466	.	.	-1%	0.4%
COc1nc(C)nc2c1sc1nc3c(cc12)COC(C)(C)C3	1.0	1.8	6.5	-3.5%	-9.6	1247	2%	-0.79	-0.19	-0.3	0.69	.	.	i	1	-2%	0.4%
CC(Oc1ccccc1)C(=O)N=Nc1c(O)[nH]c2ccc([N+](=O)[O-])cc12 (stereo unspecified)	5.3	1.1	4.4	1.4%	1.2	1095	10%	0.88	-0.32	1.1	-1	-0.04	1150	i	2	-1%	0.4%
COc1ccc(Cn2c(N)c(C#N)c3nc4ccccc4nc32)cc1	2.9	1.6	12	-2.5%	3.3	1040	2%	-0.54	-0.1	0.18	0.36	-0.16	2040	i	-8	-26%	0.3%[50 µM]
Cc1c(C(=O)N(C)C)sc(NC(=O)c2cc([N+](=O)[O-])cc([N+](=O)[O-])c2)c1C#N	1.9	1.9	4.0	-2.4%	0.5	1109	8%	-1.4	-0.2	-0.5	0.22	.	.	i	1	26%	2.1%
COc1ccc(NC(=O)CSc2nnc(CCC(=O)O)c(=O)n2N)cc1	4.7	2.0	6.2	2.9%	-2.3	1064	-1%	-0.67	-0.23	-0.65	1.1	0.92	1251	i	-7	21%	-0.2%
CCN(CC)c1ccc(/C=N/NC(=O)OC)c(O)c1	4.4	3.6	12	-4.2%	0.7	1045	8%	-1.2	-0.058	-0.41	0.23	-0.47	886	i	0	19%	0.3%
O=C(CCCC(=O)N1CCN(c2ccc([N+](=O)[O-])cc2)CC1)c1ccccc1	5.1	3.7	10	4.4%	-7.3	650	17%	3.1	-0.19	1.3	-1.8	0.12	1231	i	2	-15%	4.3%
Cc1ccc(NC(=O)COc2ccccc2[N+](=O)[O-])nc1	2.6	2.7	6.8	.	1.1	1043	15%	0.022	-0.35	0.052	0.26	0.03	1306	i	0	9%	1.6%
CNC(=O)NC(=O)C(C)Oc1ccccc1F (stereo unspecified)	2.2	1.4	6.6	-0.1%	2.3	1053	-5%	-0.42	-0.36	-0.33	0.17	0.75	1189	i	1	-1%	0.4%
CN1C(=O)c2ccccc2C(C(=O)NCc2ccco2)C1c1c[nH]c2ccccc12 (stereo unspecified)	1.4	0.8	7.5	0.3%	-1.4	1226	6%	-0.43	-0.27	-0.28	0.84	0.46	1198	i	5	7%	-0.4%
CN(C)S(=O)(=O)c1ccc(C(=O)NCc2nnc(SCC(=O)Nc3ccc(F)cc3)n2-c2ccc(F)cc2)cc1	4.5	3.4	8.9	-2.5%	-0.3	981	2%	-0.94	-0.31	-0.86	0.78	0.1	1323	i	-2	14%	0.5%
CCC(C)c1ccccc1NC(=O)COC(=O)c1ccc2[nH]c3c(c2c1)CCCC3 (stereo unspecified)	13*	29*	18*	-1.0%	0.4	984	10%	1.2	-0.14	0.29	-1.2	-0.52	1180	i	-15	6%	4.5%
COc1ccc(Nc2nc(Cl)nc(NCc3ccco3)n2)cc1	1.7	2.0	9.8	-1.7%	3.0	1384	2%	0.018	-0.24	0.63	0.18	-0.38	1404	i	-14	1%	1.4%
CCOC(=O)C1=C(C)NC(SC)=C(C#N)C1CC(C)C (stereo unspecified)	.	.	.	.	27	847	8%	-0.33	-0.14	0.16	0.25	-0.02	674	.	.	16%	-3.2%
O=C(COC(=O)c1c2ccccc2cc2ccccc12)Nc1ncc(C(F)(F)F)cc1Cl	2.0	1.6	9.7	0.6%	.	.	-3%	2	-0.13	0.63	-1	.	.	i	2	6%	-0.1%
Nc1cc(=O)[nH]c(SCC(=O)Nc2ccc3c(c2)CCC3)n1	2.5	1.6	4.3	-0.9%	-2.6	1073	-4%	-0.42	-0.23	-0.61	1.8	0.18	1617	i	10	54%	-0.1%

An excerpt from above in order of the Dynein cargo inh nuclear GR-EGFP value, highest first:
SMILES | Dynein cargo inh nuclear GR-EGFP
CC(Oc1ccccc1)C(=O)N=Nc1c(O)[nH]c2ccc([N+](=O)[O-])cc12 (stereo unspecified) | 1.1
CC1(C(=O)NCCN2CCOCC2)C=CCN1C(=O)c1ccccc1 (stereo unspecified) | 0.41
CNC(=O)NC(=O)C(C)Oc1ccccc1F (stereo unspecified) | -0.33

Next structures
SMILES	MT stabilizer	MT stabilizer Hoechst-high %	MT stabilizer cytotoxicity %	CSM14.1 death rescue	b-catenin transl	b-catenin transl cell count 5 µM	M1AAP inhibition	Dynein cargo inh	Dynein cargo inh cytoplasmic EGFP	Dynein cargo inh nuclear GR-EGFP	Dynein cargo inh cell count	Ins promoter up	Ins promoter up cell count	Autophagy mod	Autophagy mod cell loss 18 h	M17LAP inhibition	K1F lysis inhibition
CCOC(=O)c1nn(-c2ccccc2)c2nnc(Cc3ccccc3)c(=O)n12	3.0	4.1	8.2	-1.1%	-1.2	545	-1%	-0.73	-0.22	-0.32	0.52	0.21	1157	i	4	4%	0.8%[50 µM]
CC(Sc1nc(-c2ccccc2)cc(C(F)(F)F)n1)C(=O)NCCN1CCOCC1 (stereo unspecified)	6.4	2.6	5.6	0.8%	-1.8	941	2%	-0.29	-0.19	0.25	-0.45	-2.1	1265	i	25	7%	-0.6%
CCCn1nnc(NC(=O)c2ccc([N+](=O)[O-])cc2Cl)n1	2.7	1.7	6.1	2.9%	-0.6	968	5%	-1.2	0.12	-0.38	0.71	0.03	1490	i	-7	23%	1.7%
Cc1cccc(N(C)S(=O)(=O)c2ccc3[nH]cc(C(=O)N4CCOCC4)c(=O)c3c2)c1	5.0	2.4	9.9	0.4%	.	.	-2%	-0.72	-0.16	-0.12	0.24	.	.	i	5	9%	0.1%
Cc1ccc(C2=NOC(=O)/C2=C\c2ccc(C)o2)cc1	.	.	.	.	-0.9	1349	6%	-5.7*	1.2*	-2.8*	3.5*	0.22	1125	.	.	8%	-1.4%
O=S(=O)(c1ccc(Cl)c(NC(=S)N/N=C/c2ccc(O)cc2)c1)N1CCOCC1	8.0	7.3	4.3	23%	-0.4	962	18%	0.27	-0.24	0.21	0.87	-0.18	1074	i	-10	7%	1.0%[50 µM]
Cc1cc2oc(=O)cc(C)c2c(=O)o1	1.7	1.7	9.1	.	-0.3	1048	-2%	0.71	-0.24	0.77	0.25	-0.23	1346	i	-3	2%	0.1%
Nc1ccc(CC2SC(=O)NC2=O)cc1 (stereo unspecified)	1.6	1.5	9.1	3.2%	-4.1	1120	4%	0.4	0.00048	0.39	-0.47	0.13	879	i	-8	14%	i
Cc1cccc2sc(N(CCCN(C)C)C(=O)CN3C(=O)c4ccccc4C3=O)nc12	1.7	2.2	13	-1.7%	-0.3	1036	-1%	-0.28	-0.23	-0.17	0.99	0.71	1218	i	-35	-3%	0.4%

Screening data: PubChem, several laboratories

Random draw from the library. About 2.9% of those tested had a hit in this group.
